Growth percent in the NCI-60 one-dose screen (48 h, 10 µM unless noted): 100 = growth as untreated, 0 = no growth, -100 = all killed.
CAKI-1: CAKI-1 renal cancer; 75,000 compounds, 4.7% hits
A498: A498 renal cancer cells; AID 1794774; 76,000 compounds, 5.4% hits
RXF 393: RXF 393 renal cancer cells; 77,000 compounds, 6.9% hits
SNB-75: SNB-75 CNS cancer. 79,000 compounds, 5% hits
SF-539: SF-539 CNS cancer | 81,000 compounds, 6.8% hits | AID 1794752
ACHN: ACHN renal cancer; 81,000 compounds, 4.9% hits
SF-268: SF-268 CNS cancer cells; 82,000 compounds, 3.1% hits; AID 1794759
SNB-19: SNB-19 CNS cancer cells. 81,000 compounds, 2.5% hits. AID 1794751
Numbers without * were called inactive; / = no result given; & = joins results of further samples; [ ] = another dose, or the depositor's remark. Rule for the calls: active = growth percent below 10; inactive = the rest. An unsorted share of the library, and some 12% of all compounds hit somewhere here.

SMILES	CAKI-1	A498	RXF 393	SNB-75	SF-539	ACHN	SF-268	SNB-19
CONC[C@]1(C)C=C2C(=O)[C@](C)(O)C3(CC3)C(C)=C2[C@H]1O	-0.6*	-30*	-86*	-81*	-81*	-26*	-4.1*	-11*
O=C(NCCCN1CCN(CCCNC(=O)C2CCCCC2)CC1)C1CCCCC1	87	105	119	89	97	100	104	107
Clc1ccc(Nc2ccc3nnc(-c4ccncc4)n3n2)cc1	75	31	72	70	94	80	90	79
CC(C(=O)NCC1CCC2OCOC2C1)C1CCN(C(=O)C2CC3CCCCC3N2)CC1 (centres undefined)	/	74	36	41	54	67	66	78
CCOC(=O)c1ccc(N2C(=O)CC(Sc3ccccc3N)C2=O)cc1 (centres undefined)	100	84	96	82	100	95	106	/
O=c1[nH]c(-c2ccccc2)nc2sc3cc(O)ccc3c12	69	79	82	83	83	76	86	100
CCOc1ccc(C(=O)Cc2ccccc2)cc1	100&103	87&80	96&117	113&101	116&101	115&107	117&110	102&101
CS(=O)(=O)c1ccc(C(=O)N=Nc2c(O)[nH]c3ccc(Cl)cc23)cc1	99	107	105	87	100	109	91	100
O=C1C=Cc2ccccc2/C1=C/c1nc(-c2ccccc2)oc1O	87	113	101	71	88	82	85	102
N#CC1=C(N2CCOCC2)NC2c3ccccc3Sc3ccccc3N2C1=N (centres undefined)	94	/	91	94	90	92	92	107

Complete entries, quoted from the list:
`O=C(NCCCN1CCN(CCCNC(=O)C2CCCCC2)CC1)C1CCCCC1` across the screens: CAKI-1: 87; A498: 105; RXF 393: 119; SNB-75: 89; SF-539: 97; ACHN: 100; SF-268: 104; SNB-19: 107
`CCOC(=O)c1ccc(N2C(=O)CC(Sc3ccccc3N)C2=O)cc1` (centres undefined) across the screens: CAKI-1: 100; A498: 84; RXF 393: 96; SNB-75: 82; SF-539: 100; ACHN: 95; SF-268: 106; SNB-19: /

The list goes on.
SMILES	CAKI-1	A498	RXF 393	SNB-75	SF-539	ACHN	SF-268	SNB-19
CCCCCCNC(=O)Oc1ccc(/C(=C(\C)c2ccc(Cl)cc2)c2ccc(OCCN(CC)CC)cc2)cc1	90	94	50	77	72	86	62	75
O=C(CCCCCCSc1nc(-c2ccccc2)cc(-c2ccc(Cl)cc2)n1)NO	-7.7*	24	-17*	18	25	4.9*	15	18
CC(C)(C)c1ccc(C(=O)O)cc1	99	95	102	95	95	106	97	110
COc1ccc(Cn2nc(-c3cc(OC)c(OC)c(OC)c3)c3c2CCc2cnoc2-3)cc1OC	50	42	/	38	38	75	68	65
COc1ccc(CCC2CCCCN2CCc2ccccc2)cc1 (centres undefined)	91	91	95	90	104	107	104	97
CC1=NNC(=O)CC1	75&103	102&112	132&137	94&101	104&96	103&107	97&111	107&106
O=S(=O)(Oc1ccc(-c2cn3ccoc3n2)cc1)C1CCCCC1	92	90	122	124	97	105	108	97
O=[N+]([O-])c1ccc(-c2cc3c(Nc4ccc(Cl)c(C(F)(F)F)c4)ncnc3s2)cc1	/	-13*	6.0*	16	15	4.6*	24	12
COc1ccc(-c2nnc(Nc3c(C)cccc3C)o2)cc1OC	/	102	113	83	97	99	97	104
CN(C)C(=S)Oc1ccccc1C1SCCS1	97	95	112	79	95	97	99	95

Compounds from the list above with a carbonyl joined to an NH by a bond outside any ring:
SMILES	CAKI-1	A498	RXF 393	SNB-75	SF-539	ACHN	SF-268	SNB-19
O=C(NCCCN1CCN(CCCNC(=O)C2CCCCC2)CC1)C1CCCCC1	87	105	119	89	97	100	104	107
CC(C(=O)NCC1CCC2OCOC2C1)C1CCN(C(=O)C2CC3CCCCC3N2)CC1 (centres undefined)	/	74	36	41	54	67	66	78
CCCCCCNC(=O)Oc1ccc(/C(=C(\C)c2ccc(Cl)cc2)c2ccc(OCCN(CC)CC)cc2)cc1	90	94	50	77	72	86	62	75
O=C(CCCCCCSc1nc(-c2ccccc2)cc(-c2ccc(Cl)cc2)n1)NO	-7.7*	24	-17*	18	25	4.9*	15	18

Additional results.
SMILES	CAKI-1	A498	RXF 393	SNB-75	SF-539	ACHN	SF-268	SNB-19
CC1(C)OC2C(COC(=O)c3ccc([N+](=O)[O-])cc3)OC(NC(=O)N(CCCl)N=O)C2O1 (centres undefined)	/	108	120	92	78	109	66	78
CCN(CC)C(=O)C1(c2ccccc2)CC1CN (centres undefined)	97	96	125	85	113	110	110	114
Clc1ccc(CNc2ccc3nc(CCC4CCCCC4)[nH]c3c2)cc1	50	46	52	77	70	77	79	71
CC(=O)c1nc2ccccc2n1CCn1cc(CC(N)C(=O)O)c2ccccc21 (centres undefined)	96	116	120	75	101	97	110	93
CCN(CC)c1ccc(C=O)c(OCc2cn(CC(=O)Nc3ccc(Cl)cc3)nn2)c1	57	89	34	103	75	24	85	69
Cc1[nH][nH]c2nc3nc(=S)sc3c(-c3ccc(Cl)cc3)c12	91	/	107	88	87	88	98	90
O=C(Nc1ccccn1)c1ccc2ccc3ccc(C(=O)Nc4ccccn4)nc3c2n1	93	131	123	93	94	90	108	109
CC12CCC3C(CCC4CC(O)CCC43C)C1C/C(=C/O)C(=O)O2 (centres undefined)	/	63	100	110	113	/	101	101
O=C(/C=C\c1ccc(O)cc1)c1ccccc1	85	114	110	81	92	97	90	104
Cn1c(=O)c2c(nc(CCCCCc3nc4c(c(=O)n(C)c(=O)n4C)n3C)n2C)n(C)c1=O	94	88	109	88	/	95	103	102
Cc1cccc(-n2c(C)nc3c(c(C)nn3-c3ccccc3)c2=O)c1	68	82	96	63	99	87	94	97
COc1nc2ccccc2cc1/C=C1/C=C(c2ccccc2)OC1=O	92	112	118	88	101	96	94	105
Clc1ccc(Nc2nc3ccccc3s2)cc1	69	/	/	78	101	57	74	91
O=C(Cc1cccc2ccccc12)N/N=C/c1ccc2c(c1)CCC2	66	73	86	80	83	83	82	92
CCCCCCCCCCCCCCCC[N+](C)(C)CCCNS(=O)(=O)c1cccs1	103	101	/	100	100	104	107	101
NC(=S)N/N=C/c1ccc2c(c1)OCO2	96	84	99	111	94	99	100	100
Cn1c(SCC(=O)NNc2ncnc3ccccc23)nc(-c2ccccc2)c(C#N)c1=O	87	/	117	92	102	93	108	99
O=C1/C(=C/c2cc(O)c(O)c(O)c2)Oc2cc(O)ccc21	106	/	125	99	107	109	101	104
c1ccc(-c2csc3[n+]2CCN3)cc1	98	98	106	91	98	105	104	104
Clc1ncc(Br)c(NC2CCCCCC2)n1	86	70	114	88	97	99	104	95
COc1ccc(/C=C/C(=O)n2nnnc2-c2ccccc2)cc1	91	97	118	80	84	91	106	100
COC(=O)[C@@H](Cc1ccc(O)cc1)n1cc(COC(=O)c2cccc3c(=O)c4ccccc4[nH]c23)nn1	90	105	82	/	98	94	102	94
COc1ccc(OC2=C(C#N)C(=N)N3c4ccccc4Sc4ccccc4C3N2)cc1 (centres undefined)	/	/	78	69	91	83	89	98
Cc1ccc(/C=C/C(=O)c2ccc(Nc3nc(NCCO)nc(Nc4ccc(Cl)cc4)n3)cc2)cc1	81	79	79	69	77	77	73	93
COc1cc2nc(SCc3cc(OC)c(OC)c(OC)c3)n(Cc3ccccc3)c(=O)c2cc1OC	26	-5.2*	4.5*	-17*	-6.2*	39	38	49
NC(=O)c1n[nH]n2c1nc(=O)c1sc(-c3ccccc3)cc12	/	80	86	59	98	101	94	98
Cc1cc([N+](=O)[O-])ccc1P(=O)(O)c1ccc([N+](=O)[O-])cc1C	96	96	96	82	99	99	100	102
C#CC1(OCC2CO2)CCCCC1 (centres undefined)	117	114	111	90	94	99	100	100
COc1cc2oc(-c3cccc(C(=O)Nc4ccc(C#N)cc4)c3)cc(=O)c2c(OC)c1OC	112	/	102	105	98	93	98	100
N#C/C(=C/c1ccc(Cl)cc1)c1nnc(NC(=O)c2ccc(-n3c(=O)[nH]c4ccccc4c3=O)cc2)s1	96	116	20	53	24	84	73	52
CC(=O)CC(=O)Nc1ccc(NC(=O)CC(C)=O)c(C)c1	98	95	101	83	108	107	102	109
O=c1c(O)c(-c2cccc(O)c2)oc2ccccc12	/	91	89	76	93	82	83	95
Cc1ncc(C#N)c(N)n1	93	87	90	78	105	121	107	102
Cn1c(=O)n(C)c2ccccc21	99	109	111	96	103	105	115	107
N#Cc1c(-c2ccccc2)cc(-c2ccccc2)nc1OCc1ccccc1	63	66	98	78	96	99	93	96
Cc1ccccc1C(N)=O	104	79	109	112	107	106	97	104
O=C(CC(CC(=O)c1ccccc1)c1ccco1)c1ccccc1	79&74	100&58	96&94	82&112	98&101	97&100	89&84	92&97
COc1nc2ccccc2cc1-c1nc2c(cnn2-c2ccc(Br)cc2)c(=O)[nH]1	29	8.5*	-7.3*	-13*	-32*	35	41	22
NS(=O)(=O)c1ccc(C(=O)N2N=C(c3ccccc3)CC2c2ccccc2)cc1 (centres undefined)	84	103	96	79	97	99	94	93
C/C(=C\C(=O)c1ccccc1)c1ccccc1	95	106	103	114	103	102	111	95
CC(CCc1ccc(O)cc1)NCC(O)c1ccc(O)cc1 (centres undefined)	100	112	129	51	105	95	96	100
Cc1ccc(Nc2nc(NCCO)c3ccccc3n2)cc1C	2.4*	-12*	42	40	7.0*	33	20	57
COc1ccc(C=NCCN=Cc2ccc(OC)c(OC)c2)cc1OC	95	105	109	97	98	101	119	110
CC(C)OCCCNC1=C(Cl)C(=O)c2ccccc2C1=O	/	87	101	90	102	110	91	94
COc1ccc(-n2c(SCC(=O)NNS(=O)(=O)c3ccccc3)nc3cc(OC)c(OC)cc3c2=O)cc1	90	107	125	136	104	100	110	105
CN(C)c1cccc2c(S(=O)(=O)Nc3cccc(-c4csc(NC(=O)CCCCCN5CCN(c6cccc7c6C(=O)N(C6CCC(=O)NC6=O)C7=O)CC5)n4)c3)cccc12 (centres undefined)	102	117	104	86	95	114	105	107
CC(=O)c1c(-c2ccccc2C(=O)O)nc2c(-c3nc4ccccc4s3)c(Nc3ccccc3)nn2c1C	97	111	105	96	101	85	97	91
C=C[C@@]1(C)C=C2CC[C@H]3[C@@](C)(CCC[C@]3(C)C=O)[C@@H]2CC1	97	/	109	100	103	107	97	101
Cc1ccc(-c2nn(-c3ccccc3)cc2/C=C/C(=O)OCc2cn(-c3ccc([N+](=O)[O-])cc3)nn2)cc1	67	102	67	/	79	73	88	65
CCCCCCCCN(CCCCCCCC)CC(O)c1ccc(Br)c(C)c1 (centres undefined)	87	67	90	88	85	77	87	67
Next entries follow.
SMILES	CAKI-1	A498	RXF 393	SNB-75	SF-539	ACHN	SF-268	SNB-19
COc1cc2c(cc1O)[C@@H]1[C@H](c3ccccc3Cl)OC(=O)N1CC2	101	89	107	99	107	113	105	108
O=C(Nc1ccc(OCc2nc3ccccc3[nH]2)cc1)Nc1ccc(Cl)c(Cl)c1	48	97	80	76	77	61	86	81
O=C(CCN1C(=O)/C(=C/c2ccc(O)cc2)SC1=S)Nc1ccccc1O	82	56	92	67	94	85	92	96
Nc1c2c(c(O)c3c1=C(CO)C=N3)=NCCS2=O (centres undefined)	/	-46*	/	-45*	-89*	-19*	-38*	-94*
O=C(/C=C/c1ccccc1)n1c(-c2ccc(Cl)cc2)nc2ccccc21	-39*	-15*	-65*	18	-48*	-50*	-12*	41
CCC12OC(COc3ccccc3)CN1CCN2c1ccccc1 (centres undefined)	89[100 µM]	107[100 µM]	100[100 µM]	84[100 µM]	96[100 µM]	97[100 µM]	92[100 µM]	97[100 µM]
Cc1nc2nc(N)nc(N)c2nc1C	92	100	105	93	/	96	98	95
CC(C)(C)C(=O)C[n+]1cc2ccccc2c2ccccc21	94	131	87	134	106	107	114	96
Cc1cc(=O)[nH][nH]c1=O	102&73	103&93	126&101	93&123	89&94	111&100	106&107	109
COC(=O)c1c2c(c[n+]([O-])c1C)C(=O)C=CC2=O	62	106	57	125	83	14	69	80
Nn1c(=S)[nH]nc(/C=C/c2ccco2)c1=O	90	114	/	92	126	106	111	106
O=C(O)c1cccc(I)c1C(=O)O	/	98	108	92	99	/	100	101
O=C1/C(=C/c2ccc(Cl)cc2)CCc2ccccc21	80	/	106	87	108	112	115	89
O=S(=O)(NCCCNc1nccc(-c2c(-c3cccc(F)c3)nc3occn23)n1)c1ccc(F)cc1	37	46	64	73	87	46	44	85
CNC(=O)c1cc(Oc2ccc(NC(=O)Nc3ccc(Cl)c(C(C)C)c3)c(F)c2)ccn1	83	61	101	105	53	67	76	94
COc1ccc(-c2csc(NC(=O)CN3CCN(CCO)CC3)n2)cc1NS(=O)(=O)c1cccc2c(N(C)C)cccc12	76	102	58	78	66	87	81	74
COc1ccc(Cn2nc(-c3ccc(OC)c(OC)c3)c3c2CCc2cnoc2-3)cc1	83	89	/	87	99	94	97	100
CCc1cc(OC(=O)N2CCC(N3CCCCC3)CC2)ccc1Nc1cc(-c2ccc(-n3cccn3)cc2)[nH]n1	48	71	53	97	-55*	43	76	69
Cc1cc(C)c2c(Nc3ncnc4c3sc3ncccc34)n[nH]c2n1	107	96	100	85	101	95	115	101
Cc1nc2ccc(Cl)cn2c1[N+](=O)[O-]	102	94	102	86	99	101	106	99
O=C(NNc1nc2cc(F)c(F)cc2n2c(CN3CC4CNCC4C3)ccc12)c1ncccn1 (centres undefined)	/	19	/	52	6.7*	13	20	30
Clc1ccc(-c2nc(-c3ccc(-c4nc5ccccc5[nH]4)cc3)no2)cc1	95	100	107	89	99	103	98	98
Cc1nc2ccc(Br)cc2c(=O)[nH]1	98	105	/	92	103	101	100	111
CC(C)NC1=C(Cl)C(=O)c2ccccc2C1=O	105	100	128	92	109	105	98	112
